Compound activity deposited in PubChem by several laboratories.
14-3-3 Bad inh: disrupts binding of bovine 14-3-3 zeta to phospho-Bad peptide; P63103; TR-FRET 14-3-3zeta/Dy647-pBad peptide displacement, 1 h; inhibition, % at 21.7 µM; actives 0.71% (n = 220,000); AID 781;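 active = inhibition above about 70%, limit read from the data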;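 also: 0% = full 14-3-3 plus peptide FRET controls and 100% = background without 14-3-3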
L929 necroptosis: blocks zVAD induced death of L929 cells; L929 zVAD necroptosis rescue, ATP luminescence, 24 h; with zVAD 60 µM; viability rescue, % at 10 µM; actives 0.38% (n = 220,000);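 active = activation, scaled between plate controls, above about 75%, limit read from the data; inactive = activation under that limit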;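 also: 0% = zVAD with DMSO and 100% = DMSO alone without zVAD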
Tb hexokinase: T. brucei hexokinase 1 inhibition; recombinant TbHK1, G6PDH-coupled NADH A340; inhibition, % at 10 µM; actives 0.11% (n = 220,000);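 active = inhibition of 50% or more in the single-dose primary screen; inactive = inhibition below 50%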
Runt-CBFb FRET: inhibitors of human RUNX1 Runt domain binding to CBFb; Q01196+Q13951; Cerulean-Runt/Venus-CBFb FRET ratio 530/480, 1 h; inhibition, % at 20 µM; actives 0.46% (n = 220,000);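 active = inhibition over about 50% at 20 µM in the single-dose screen, limit read from the data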;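 also: 0% = DMSO wells and 100% = excess unlabeled CBFb competitor control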
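Measured by: fluorescence energy transfer, 422 nm excitation, 530/480 nm emission; test system: Cerulean-tagged RUNX1 Runt domain (FRET donor) fusion protein; buffer or medium: Tris pH 7.5 buffer with BSA; compound: one dose, 20 µM compound, 1% DMSO; times: two 1 h room-temperature incubations shielded from light; benchmarks: unlabeled CBFb 5 µM, positive control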
Hck-Nef inh: inhibitors of human Hck kinase activated by Nef | P08631 | Recombinant Hck-YEEI plus Nef, Z-Lyte FRET kinase assay | inhibition, % at 20 µM | actives 0.68% (n = 220,000) | AID 463187;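 active = Hck-Nef kinase inhibition above about 50%, limit read from the data; inactive = inhibition below that limit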;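 also: 0% = DMSO with Hck plus Nef and 100% = Hck alone without Nef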
EBV gp42 block: EBV gp42 inhibition; Fluorescence polarization binding assay, mP read-out; inhibition, % (tested at 21.74 µM); actives 0.42% (n = 220,000); in the data active = inhibition above about 50%
MDM2 E3 inh: blocks human Mdm2 ubiquitin ligase activity. signal enhancement, % at 5 µM. AID 1230. cell-based MDM2 ubiquitination luciferase reporter, 2 h; 0 = plate control, 100 = twice control, blank-subtracted. actives 0.11% (n = 210,000);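 active = signal enhancement of 30% or more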;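 also: luminescence tracks abundance of the self-degrading MDM2-luciferase fusion protein; higher signal means inhibition of MDM2 E3 ligase activity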
Target sequence (Q00987 whole entry, looked up, the tested form may be a part): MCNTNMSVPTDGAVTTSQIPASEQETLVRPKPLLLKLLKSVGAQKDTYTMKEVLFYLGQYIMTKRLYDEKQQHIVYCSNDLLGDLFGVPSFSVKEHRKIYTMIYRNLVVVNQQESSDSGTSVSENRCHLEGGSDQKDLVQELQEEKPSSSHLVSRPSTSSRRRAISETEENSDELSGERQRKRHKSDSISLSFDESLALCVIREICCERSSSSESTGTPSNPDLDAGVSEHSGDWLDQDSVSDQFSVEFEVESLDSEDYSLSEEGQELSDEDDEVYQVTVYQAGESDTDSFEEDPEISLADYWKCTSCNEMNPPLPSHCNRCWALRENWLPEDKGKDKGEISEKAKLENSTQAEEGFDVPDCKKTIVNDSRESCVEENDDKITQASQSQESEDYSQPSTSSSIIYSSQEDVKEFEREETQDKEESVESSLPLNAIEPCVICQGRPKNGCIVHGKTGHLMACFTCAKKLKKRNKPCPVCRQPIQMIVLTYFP
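Timing – 2 h compound exposure at 37 °C · Assay system – mammalian cells stably expressing self-ubiquitinating, self-degrading MDM2 E3–luciferase fusion · Amount – 2000 cells seeded into each well · Measure – % luminescence enhancement versus blank-corrected plate control mean · Measured by – SteadyLite luminescence, 15 min reagent step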
Runt-SMMHC FRET: blocks binding of human RUNX1 Runt domain to CBFb-SMMHC; inhibition, % at 20 µM; Cerulean-Runt/Venus-CBFb-SMMHC FRET ratio 530/480, 1 h; actives 0.74% (n = 220,000); Q01196+Q13951; AID 1434;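 active = mean inhibition across duplicate retests at 20 µM reaching about 50%, limit read from the data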;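 also: 0% = DMSO wells and 100% = wells with excess untagged CBFb-SMMHC; inhibitors lower the FRET ratio by blocking Runt binding to CBFb-SMMHC; some results filed as inactive read as strong as hits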
NCF1 inh: p47phox (human) inhibition | P14598 | p47phox/p22phox peptide binding, fluorescence polarization, 2 h | inhibition, % at 24.7 µM | actives 0.53% (n = 220,000);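 active = inhibition above about 30%, limit read from the data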;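 also: 0% = p47phox with labelled peptide and 100% = labelled peptide alone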
Target sequence (P14598 whole entry, looked up): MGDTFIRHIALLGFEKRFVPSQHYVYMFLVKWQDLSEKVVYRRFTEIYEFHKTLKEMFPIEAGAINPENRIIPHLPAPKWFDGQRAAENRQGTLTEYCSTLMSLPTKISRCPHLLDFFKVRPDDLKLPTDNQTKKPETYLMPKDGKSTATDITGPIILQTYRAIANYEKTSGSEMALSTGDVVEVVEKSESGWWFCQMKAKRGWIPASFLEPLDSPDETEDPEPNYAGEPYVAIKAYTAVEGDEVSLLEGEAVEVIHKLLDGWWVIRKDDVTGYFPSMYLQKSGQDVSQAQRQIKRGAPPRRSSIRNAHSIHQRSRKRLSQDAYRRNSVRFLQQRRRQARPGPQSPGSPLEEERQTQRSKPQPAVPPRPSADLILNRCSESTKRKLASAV
Numbers without * were called inactive; . = not tested or not shown; [ ] = another dose, or the depositor's remark.

mol	14-3-3 Bad inh	L929 necroptosis	Tb hexokinase	Runt-CBFb FRET	Hck-Nef inh	EBV gp42 block	MDM2 E3 inh	Runt-SMMHC FRET	NCF1 inh
O=[N+]([O-])c1ccc(N2CCN(c3ccc(O)cc3)CC2)c(Cl)c1	5	.	-1	31	18	1	4	42	0
O=C(Nc1ccc2c(c1)OCO2)N1CCN(C(=O)C2CCCO2)CC1 (centres undefined)	8[fluorescence artefact?]	-0.4	2	-2	0	1	-3	5	-5
Cn1c(-c2ccc(F)cc2)cnc1NCc1cccc(F)c1	79*	1.3	10	0	-2	-14	.	-7	-10
COc1cc(C(=O)N2CCC(O)(c3ccccc3)CC2)cc(OC)c1OC	-3	0.1	-2	-2	3	12	-21	0	0
COc1ccccc1-c1nnc2sc(-c3cnccn3)nn12	-3	0.5	-5	3	-7	12	-9	-4	-7
O=C(c1ccco1)N1CCN(c2ccc(F)cc2)CC1	-4	-1.0	8	0	13	6	-11	-5	4
Cc1ccc(C2=NC(=O)/C(=C/c3cc(O)c(O)c(Br)c3)S2)cc1	29	2.9	11	33	50*	-19	-6	30	-51
Cc1ccc(S(=O)(=O)NCc2c(-c3ccccc3)c3cc(Cl)ccc3[nH]c2=O)cc1	1	-0.4	-4	-3	0	-15	-4	-4	1
Cc1ccc(/C=C/C(=O)c2c(C)cc(C)[nH]c2=O)cc1	-5	13	-22	-2	0	0	-25	1	-7
CC(C)CCN(C(=O)Nc1ccc(Cl)cc1)C1CCN(C(C)C)CC1	-7	0.1	2	1	30	-11	-4	-4	-5
CCCCC12CN3CC(C)(CN(C1)C3c1ccc([N+](=O)[O-])o1)C2=O (centres undefined)	3	0.2	-20	2	-2	-2	-14	0	2
COc1cccc(C2=NOC(C(=O)N3CCN(Cc4ccccc4)CC3)C2)c1OC (centres undefined)	4	0.3	50	-2	6	-16	-16	5	2
O=S(=O)(Nc1nc2ccccc2nc1-[n+]1cccc(N=C([O-])c2ccccc2Cl)c1)c1ccccc1	-3	0.6	-14	48	11	74*	-15	75*	-12
CCc1ccc(-c2nc(CN3CCC(C(=O)N4CCN(c5ccccc5)CC4)CC3)c(C)o2)cc1	-11	7.5	-1	-2	0	0	-3	-107	-14
CS(=O)CCC(NS(=O)(=O)c1ccccc1)C(=O)O (centres undefined)	12	0.9	4	1	-5	-25	7	-4	-5
Cn1c(CSCc2ccccc2)n[nH]c1=S	2	0.9	36	5	8	-7	7	10	-6
CN(C)CCCC(C)(O)C(Cc1ccccc1)c1ccccc1 (centres undefined)	12	0.6	5	-2	-4	-18	-12	-3	-9
COc1ccccc1N(CC(=O)NCC1CCCO1)C(=O)CNS(=O)(=O)c1ccccc1 (centres undefined)	1	-0.6	-4	3	18	-19	-5	4	-2
O=C(Nc1ccccc1)c1ccc(Br)o1	10[fluorescence artefact?]	1.9	1	-2	0	-15	.	-2	-5
O=C1c2cccnc2C(Nc2ccc(Br)cc2Br)N1Cc1cccs1 (centres undefined)	-6	-1.5	-2	-3	20	-1	0	-2	-9
COc1ccc(CNc2nc3nc(C)cc(C)n3n2)cc1	1[fluorescence artefact?]	-0.2	-5	0	1	-7	7	3	-15
N#CC1=C(C2CC2)CC(c2ccccc2)C(C#N)=C1N (centres undefined)	.	0.2	2	0	1	-15	-3	0	1
COc1ccc(/C=N/NC(=O)CCCOc2ccc(Cl)cc2Cl)cc1	-8	1.4	32	-3	0	-4	-26	-2	-19
Cc1csc(NC(=O)C(F)(F)F)n1	-3	1.1	10	-4	5	-8	8	2	-13
CS(=O)(=O)N(CC(=O)N1CCCC1)c1cc(Cl)c(Cl)cc1Cl	-5	-0.1	4	2	0	-27	-25	-1	-2
CC(=O)OCCc1c(C)nc2nc[nH]n2c1=O	20	1.5	-1	-2	3	-10	-14	-2	0
Cc1ccc(C)c(N2C(=O)CS/C2=N\NC(=O)c2ccccc2Cl)c1	-9	-0.4	38	1	-20	-19	.	0	-6
O=C(NC1CCCC1)C(c1ccc(F)cc1)N(Cc1ccccc1Cl)C(=O)CCl (centres undefined)	-3	0.1	0	0	2	-3	8	-2	5
Cc1ccccc1NC(=O)COC(=O)/C=C/c1cccc(C(F)(F)F)c1	5	0.7	-2	2	1	-3	-9	-1	-7
Cc1cccc(NC(=S)NCC(C)CSc2ccc(Cl)cc2)c1 (centres undefined)	2	-0.4	22	-1	-17	-3	-7	0	-8

Some of the entries so far, as labelled records.
O=S(=O)(Nc1nc2ccccc2nc1-[n+]1cccc(N=C([O-])c2ccccc2Cl)c1)c1ccccc1
  14-3-3 Bad inh = -3 | L929 necroptosis = 0.6 | Tb hexokinase = -14 | Runt-CBFb FRET = 48 | Hck-Nef inh = 11 | EBV gp42 block = 74* | MDM2 E3 inh = -15 | Runt-SMMHC FRET = 75* | NCF1 inh = -12
O=C1c2cccnc2C(Nc2ccc(Br)cc2Br)N1Cc1cccs1 (centres undefined)
  14-3-3 Bad inh = -6 | L929 necroptosis = -1.5 | Tb hexokinase = -2 | Runt-CBFb FRET = -3 | Hck-Nef inh = 20 | EBV gp42 block = -1 | MDM2 E3 inh = 0 | Runt-SMMHC FRET = -2 | NCF1 inh = -9
O=C(Nc1ccccc1)c1ccc(Br)o1
  14-3-3 Bad inh = 10[fluorescence artefact?] | L929 necroptosis = 1.9 | Tb hexokinase = 1 | Runt-CBFb FRET = -2 | Hck-Nef inh = 0 | EBV gp42 block = -15 | MDM2 E3 inh = . | Runt-SMMHC FRET = -2 | NCF1 inh = -5

New compounds follow
mol	14-3-3 Bad inh	L929 necroptosis	Tb hexokinase	Runt-CBFb FRET	Hck-Nef inh	EBV gp42 block	MDM2 E3 inh	Runt-SMMHC FRET	NCF1 inh
COC(=O)c1sc(SC)nc1N	4	1.0	-31	2	-7	-19	-24	1	-12
Cc1ccc2nc(/C(C#N)=C/c3ccc(-c4cccc([N+](=O)[O-])c4)o3)[nH]c2c1	39	4.3	-9	-21	24	-14	-1	-68	3
O=C(Nc1ccccc1)C1CC(O)CN1S(=O)(=O)c1ccc([N+](=O)[O-])cc1 (centres undefined)	4	1.6	-2	0	-19	-7	-12	1	5
NS(=O)(=O)c1ccc(Nc2nc(-c3ccc4ccccc4c3)cs2)cc1	-11	-0.2	-6	-6	2	13	-26	-3	-43
Cc1cc(NC(=O)CSc2nnc(C3COc4ccccc4O3)n2C)no1 (centres undefined)	9	-1.4	3	0	4	-14	-5	-4	8
N#C/C(=C/c1cccc([N+](=O)[O-])c1)c1nnc2n1CCCCC2	8	0.6	-5	-3	2	-5	-18	2	0
Cc1ccc(N(C(=O)Cn2nnc(-c3ccccc3)n2)C(C(=O)NC2CCCCC2)c2ccccn2)cc1C (centres undefined)	-3	-0.1	-4	-2	3	-16	-13	0	-4
O=C(c1ccncc1)N(c1ccc2oc3c(c2c1)CCCC3)S(=O)(=O)c1ccc(F)cc1	-1	0.3	-4	0	0	-8	-14	0	-16
CC(C)Nc1nc(NC(C)C)nc(N(C#N)CCOc2ccc(Cl)cc2Cl)n1	-4[fluorescence artefact?]	-1.2	6	-3	5	-9	10	2	-17
Cc1cc(C)nc(N2CCCC(C(=O)NC(C)CCc3ccco3)C2)n1 (centres undefined)	-7[fluorescence artefact?]	-0.7	-7	-1	-1	-8	-14	2	-8
CNc1ccc(Br)cc(C(=O)/C=C/c2cc(OC)ccc2OC)c1=O	22[fluorescence artefact?]	0.5	-10	-8	0	25	-2	-43	-7
N#Cc1nc(COc2ccc(F)cc2)oc1NCCN1CCOCC1	0	-0.6	0	4	-12	-3	-7	0	-15
CCN(C(=O)COc1ncnc2ccc(Br)cc12)C1CCS(=O)(=O)C1 (centres undefined)	-13	0.7	1	-3	1	-18	-19	-8	-11
Cc1ccc(NS(=O)(=O)c2ccc(-c3csc(C)n3)s2)c(C)c1	2	0.4	-6	1	16	-15	-10	-1	-21
CN1CCN(C(=O)C2=C[C@@H](c3coc4ccccc4c3=O)C[C@@H](OCCCCO)O2)CC1	-3	-0.9	-8	1	-3	-9	.	-3	-11
Cc1ccccc1Nc1c(-c2ccccn2)nc2c(C)cccn12	-7	-1.2	-7	-4	-14	-3	-4	4	-4
Cc1cc(/C=N/Nc2nc(N3CCOCC3)nc(N3CCOCC3)n2)c(C)n1-c1ccccc1	-8	0.8	-17	0	17	-5	-4	-4	-11
Cc1ccc(CN(C#N)c2nc(C)cc(C)n2)cc1	0	-0.1	-1	-1	1	-7	-9	0	-10
Cc1ccc(Cn2c(=O)n(-c3ccccc3)c(=O)c3ccc(C(=O)NCc4ccco4)cc32)cc1	0	1.9	-1	-3	2	-9	.	-2	-5
COc1ccc(C(=O)N[C@H]2COC(C)(C)O[C@H]2c2ccccc2)cc1	-3	1.2	-12	-2	1	-15	-17	-8	-13
C=CCOc1nc(-c2ccccc2Cl)nc2ccccc12	-4	0.0	9	-5	10	-12	-10	-1	-16
Cc1cccc(N2C(=S)N=C(Nc3c(C)cccc3C)C23CCOC(C)(C)C3)c1 (centres undefined)	-3	-1.1	14	0	1	8	-5	-4	-9
c1cc(CSc2nnc(-c3ccc4c(c3)OCO4)o2)ccn1	.	0.2	-11	-1	0	-25	-12	-1	5
O=S(=O)(c1ccc2nnn(O)c2c1)N1CCCCC1	0	1.1	-13	0	-7	-2	-7	-3	-11
CC(C)CC(C(=O)O)N1C(=O)[C@@H]2[C@H](C1=O)[C@@H]1C[C@H]2C(Br)C1Br (some centres undefined)	-5	-0.6	6	0	4	5	8	2	-7
CC(C)C(=O)c1cn(CC(=O)NCC2CCCO2)c2ccccc12 (centres undefined)	-2	0.4	9	1	1	4	-7	-2	-30
CC(=O)c1cn(CC(=O)Nc2ccc(C)cc2)c2ccccc12	7[fluorescence artefact?]	-0.7	0	0	0	-4	-7	1	-1
CN(c1ccccc1)c1nc(N)c([N+](=O)[O-])c(N2CCCCCC2)n1	-15	0.4	-17	-2	4	14	-10	4	-5
